PTHR1 agonist: PTHR1 (human) receptor agonism; Q03431; Potency, µM (titrated, usually from 115 µM), for inactives: top-dose activation, most hits filed as activators; hit rate 0.075% among 410,000; HEK293 GP2 PTHR1 cells, GloSensor cAMP luminescence, 1 h; further: nearly all actives have a fitted effect of over 55% in size; some results filed as inactive show a strong effect at the top dose; inactives centre near -15; many of its hits are not listed in these tables
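HEK-293-derived GP2 cells expressing PTHR1 and a GloSensor cAMP reporter, 3,000/well, plated overnight, given luciferin plus IBMX (each 0.5 mM as added) for 1 h at 37 °C, then compound for 1 h at 37 °C. Luminescence was read after 15 min at room temperature.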
EPAC1 ag: EPAC1 (human) agonism. EPAC1 agonist qHTS, biochemical assay; response scale: 100% = response to 6.5 mM cAMP. Potency, µM (series often up to 154 µM), inactives show at the highest dose activation, hits mostly activators. hit rate 0.073% among 360,000. AID 720707; further: nearly all actives have a fitted effect of over 60% in size
Target sequence (O95398 whole entry, looked up): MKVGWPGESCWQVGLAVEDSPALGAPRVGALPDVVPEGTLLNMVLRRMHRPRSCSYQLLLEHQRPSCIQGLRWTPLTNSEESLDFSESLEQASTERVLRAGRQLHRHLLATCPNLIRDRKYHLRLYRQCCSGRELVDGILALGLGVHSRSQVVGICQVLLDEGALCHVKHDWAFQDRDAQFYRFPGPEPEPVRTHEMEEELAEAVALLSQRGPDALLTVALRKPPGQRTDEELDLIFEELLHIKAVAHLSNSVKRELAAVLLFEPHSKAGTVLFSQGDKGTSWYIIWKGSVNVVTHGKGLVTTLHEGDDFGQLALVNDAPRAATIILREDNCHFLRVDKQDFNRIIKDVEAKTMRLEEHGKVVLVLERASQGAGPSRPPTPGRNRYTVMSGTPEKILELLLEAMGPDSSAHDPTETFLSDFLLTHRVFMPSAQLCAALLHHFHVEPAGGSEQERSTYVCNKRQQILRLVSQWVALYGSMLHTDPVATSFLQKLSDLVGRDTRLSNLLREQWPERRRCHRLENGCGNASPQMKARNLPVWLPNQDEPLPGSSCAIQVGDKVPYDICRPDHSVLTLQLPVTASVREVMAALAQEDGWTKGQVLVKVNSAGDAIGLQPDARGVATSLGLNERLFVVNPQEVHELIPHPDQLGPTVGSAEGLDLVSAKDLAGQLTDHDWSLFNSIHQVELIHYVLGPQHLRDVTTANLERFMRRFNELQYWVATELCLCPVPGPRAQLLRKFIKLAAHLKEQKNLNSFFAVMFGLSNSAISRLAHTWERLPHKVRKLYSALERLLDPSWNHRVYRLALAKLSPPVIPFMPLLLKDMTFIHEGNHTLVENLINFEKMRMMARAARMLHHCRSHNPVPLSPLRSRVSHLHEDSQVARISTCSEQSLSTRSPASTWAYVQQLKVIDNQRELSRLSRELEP
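EPAC1 100 nM, Rap1B–BODIPY-GDP 250 nM, unlabeled GDP 50 uM; compound titration; 5 min RT; kinetic read ex480/em540 at 5-min intervals ×30 min; data normalized to 6.5 mM cAMP agonist control.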
TDP43 rescue: rescues yeast growth from TDP-43 toxicity | TDP-43 expressing yeast growth rescue, BacTiter-Glo, 24 h | Potency, µM (titrated, usually from 46.1 µM), inactives show at the highest dose growth rescue (activation), hits mostly activators | hit rate 1.8% among 410,000; further: % of control where 0% means no effect; nearly all actives have a fitted effect of over 50% in size
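Yeast cells expressing TDP-43 under galactose induction are exposed to compounds for 24 hr at 30 deg C. BacTiter-Glo luminescence measures growth, so protective compounds score as activators.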
EPAC1 antagonist: blocks human EPAC1 exchange factor; Potency, µM (top dose mostly 115 µM), for inactives: top-dose activity change, negative = inhibition, usual class: inhibitors; hit rate 0.14% among 360,000; EPAC1 GEF assay, Rap1b-BODIPY-GDP exchange fluorescence;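 further: plate controls were vehicle for no effect and positive control for full effect; nearly all actives have a fitted effect of over 50% in size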
FUS suppressor: suppressors of FUS proteinopathy in yeast. AID 1347120. hit rate 0.24% among 390,000. S. cerevisiae FUS-expressing, growth rescue, OD600, 24 h. Potency, µM (highest dose often 76.6 µM), inactives show at the highest dose growth rescue (activation), hits mostly activators;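 further: plate controls were DMSO vehicle for no effect and reference control for full effect; nearly all actives have a fitted effect of over 55% in size; some results filed as inactive show a strong effect at the top dose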
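S. cerevisiae expressing FUS from galactose induction served as the toxicity model. Growth after 24hr at 30C, read as absorbance at 600 nm, indicates suppression of toxicity; compounds dosed at several concentrations.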
EPAC2 antag: EPAC2 (human) antagonism; Q8WZA2; EPAC2 GEF exchange of Rap1B-BODIPY-GDP, fluorescence; Potency, µM (highest dose often 114 µM), inactives show at the top dose activity, negative = inhibition, usual class: inhibitors; hit rate 0.18% among 360,000; AID 720708; further: on the % scale 0 is the no-effect control and ±100 the full control effect; nearly all actives have a fitted effect of over 45% in size; many of its hits are not listed in these tables
aSyn rescue: inhibitors of alpha-synuclein toxicity in yeast; Yeast expressing alpha-synuclein, growth rescue, BacTiter-Glo, 24 h; Potency, µM (series often up to 46.1 µM), for the others: top-dose growth rescue (activation), hits mostly activators; hit rate 0.14% among 370,000; further: % of control where 0% means no effect; nearly all actives have a fitted effect of over 65% in size
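Rescue of yeast growth: cells expressing toxic alpha-synuclein, induced in galactose at OD600 0.02, incubated with compound 24 h at 30 C. ATP luminescence quantified growth; inhibitors of toxicity appear as activators.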
EPAC2 agonist: agonists of human EPAC2 (RAPGEF4) | EPAC2 activation, biochemical qHTS; response scale: 100% = 6.5 mM cAMP response | Potency, µM (series often up to 154 µM), without a hit: at the top dose activation, actives largely listed as activators | hit rate 0.079% among 360,000 | AID 720711; further: nearly all actives have a fitted effect of over 50% in size
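Nucleotide exchange monitored as fluorescence drop when BODIPY-GDP leaves Rap1B. Reaction: 100 nM EPAC2, 250 nM RAP1B-BODIPY-GDP, 50 uM GDP, room temperature, kinetic read over 30 min. Activity expressed relative to 6.5 mM cAMP.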
The depositor's hits bear a star; i = inactive; ? = inconclusive; · = not tested or not shown; [ ] = another dose, or the depositor's remark. The call rests on the fitted dose curve; in most records, active means well fitted curve in the direction sought with a large enough effect; inconclusive means small, poorly fitted or top-dose-only effect, or another doubt; inactive means no such curve, though single readings can be large; an effect the other way counts as inactive or inconclusive. Potency means the concentration at half of the fitted maximal effect. This is a subset, so the mix of outcomes need not match the whole.

Screens in order – PTHR1 agonist	EPAC1 ag	TDP43 rescue	EPAC1 antagonist	FUS suppressor	EPAC2 antag	aSyn rescue	EPAC2 agonist
#1 COc1cccc(C(=O)Oc2ccc(N3C(=O)CCC3=O)c(C)c2)c1
 : 7%	-7%	-3%[1.82 µM]	-21%	32%	-3%	2%	2%
#2 N#CCCN(C(=O)COC(=O)CNC(=O)c1cccs1)c1ccc(F)cc1
 : -15%	8%	14%	4%	4%	-5%	2%	-5%
#3 CCOC(=O)C1(Cc2ccc(Cl)cc2)CCN(C(=O)c2cscn2)CC1
 : -2%	-9%	-6%[0.397 µM]	10%	20%	-1%	16%	1%
#4 COCCN(C(=O)COC(=O)c1ccccc1Cc1ccccc1)c1c(N)n(Cc2ccccc2)c(=O)[nH]c1=O
 : -27%	-1%	10%	-6%	?	-5%	2%	7%
#5 O=C(CCS(=O)(=O)c1ccc(Br)s1)NC1CCCCCC1
 : i	5%	-22%	-8%	14%	-6%	0%	6%
#6 Cc1c(C(=O)N(C)c2ccc(Cl)cc2)cnn1-c1ccccc1
 : -61%[inhibitor]	-6%	-7%	17%	8%	22%	-2%	8%
#7 Cc1ccc(C(C(=O)NCc2ccc(F)cc2)N(Cc2ccco2)C(=O)c2snc(C(N)=O)c2N)o1 (configuration not stated)
 : i	13%	8%	-12%	-21%	-15%	2%	-3%
#8 CC1(C(=O)Nc2cccc(NS(C)(=O)=O)c2)CCN1Cc1ccccc1OC(F)F (configuration not stated)
 : -1%	-6%	0%	-19%	-14%	-20%	14%	5%
#9 Cc1ccc(N2CC(C(=O)Nc3nnc(SCC(N)=O)s3)CC2=O)cc1 (configuration not stated)
 : i	-11%	6%	12%	29%	4%	-5%	-1%
#10 CCOc1ccc(-n2ccc(=O)c(C(=O)O)n2)cc1
 : -1%	6%	-8%	-1%	14%	1%	2%	6%
#11 CC[n+]1c(C)cc(C)n1-c1ccccc1
 : i	-5%	-21%[0.397 µM]	-4%	9%	13%	-5%	1%
#12 CC(C)(CCO)NC(=S)NC1CC2C=CC1C2 (configuration not stated)
 : i	9%	-22%	3%	10%	0%	-11%	12%
#13 OC(CN1CCN(c2ccccn2)CC1)Cn1c2ccc(Cl)cc2c2cc(Cl)ccc21 (configuration not stated)
 : i	-1%	?	3%	?	-3%	-22%	13%
#14 Cc1c(N2C(=O)CSC23C(=O)Nc2ccccc23)c(=O)n(-c2ccccc2)n1C (configuration not stated)
 : i	-2%	-8%	2%	-5%	4%	0%	6%
#15 CC(=O)Nc1cc(Cl)ccc1OS(=O)(=O)c1ccc(C)cc1
 : i	4%	?	?	8%	0%	9%	2%
#16 O=C(CSc1ccccc1)N1CCN(c2ccc(F)cc2)CC1
 : -13%	1%	4%	7%	30%	4%	0%	18%
#17 O=C1OCCN1/N=C/c1ccc([N+](=O)[O-])o1
 : -22%	-12%	?	4%	-28%	-14%	12%	-1%
#18 CCOC(=O)N1CCN(S(=O)(=O)c2ccc(C)c([N+](=O)[O-])c2)CC1
 : -28%	-3%	21%[9.22 µM]	1%	-4%	1%	4%	-12%
#19 Cc1nc2ccccc2c(=O)n1NC(=O)c1ccccc1Br
 : i	-2%	-14%	-20%	13%	-1%	-6%	10%
#20 CC(=O)Nc1cccc(-c2ccnc3c2CC(C)(C(=O)NCc2ccc(F)c(F)c2)O3)c1 (configuration not stated)
 : -1%	-17%	12%	-14%	13%	11%	0%	6%
#21 Cc1cc(C(=O)Nc2ccc3c(c2)OCCO3)c(C)o1
 : -6%	2%	-4%	-2%	-18%	10%	-2%	-8%
#22 NC(=O)/C(=C/c1ccc2c(c1)OCO2)NC(=O)c1ccco1
 : i	-2%	-12%	-1%	4%	1%	-2%	-5%
#23 COCCn1c(C)cc(C(=O)COC(=O)/C=C/c2c(C)nn(C3CCS(=O)(=O)C3)c2Cl)c1C (configuration not stated)
 : -31%[inhibitor]	-1%	13%	8%	26%	14%	1%	2%
#24 Cc1ccc(S(=O)(=O)c2nc(S(=O)(=O)c3ccccc3)sc2N2CCN(C)CC2)cc1
 : i	-3%	-1%	-23%	17%	-8%	0%	8%
#25 COCCCN(CC(=O)Nc1ccc(N2CCOCC2)cc1)S(=O)(=O)c1ccccc1
 : i	9%	10%	5%	19%	-5%	2%	0%
#26 O=C(Nc1ccccc1)C1CCN(S(=O)(=O)c2cccs2)CC1
 : -92%[inhibitor]	-8%	-4%	25%	11%	7%	2%[1.84 µM]	1%
#27 Cc1ccsc1CN(C)Cc1nc(C2CC2)no1
 : -6%	1%	-14%	2%	-25%	-5%	-2%	5%
#28 CCCCCCn1c(=O)n2n(c1=O)C[C@]1(OC(=O)NCc3ccccc3)CN(S(=O)(=O)c3ccc(C)cc3)C[C@]1(O)C2
 : -57%[inhibitor]	0%	0%	-23%	12%	-13%	3%	3%
#29 CCn1cc(/C=N/NC(=O)COc2cccc3cccnc23)c2ccccc21
 : i	7%	4%	-2%	-3%	4%	0%	13%
#30 NS(=O)(=O)c1ccc(NC(=O)COC(=O)CSc2n[nH]c(-c3ccccc3)n2)cc1
 : -22%	2%	-21%	-1%	7%	0%	2%	7%
#31 CN(c1c(C#N)c(C(F)(F)F)nn1C)N(S(C)(=O)=O)S(C)(=O)=O
 : -9%	8%	-14%	-1%	10%	1%	0%	13%
#32 O=C(CSc1nc2ccsc2c(=O)n1Cc1ccc(C(=O)O)cc1)NCC1CCCO1 (configuration not stated)
 : i	4%	6%	-17%	·	1%	0%	14%
#33 COC(=O)c1cc2c(ccc3ccccc32)oc1=O
 : i	1%	?	-6%	22%	-8%	5%	0%
#34 COc1ccc(C2=NO[C@@H]3C(=O)N(C4CCCCC4)C(=O)[C@H]23)cc1OC
 : -12%[57.5 µM]	-23%	13%	7%	21%	-2%	-17%	-16%
#35 COc1ccccc1NC(=O)N1CCCC1C(=O)NCc1ccc2c(c1)OCO2 (configuration not stated)
 : 22%[57.5 µM]	0%	-3%	-11%	4%	2%	-1%	5%
#36 Cn1ccnc1-c1nnn(-c2ccc(F)cc2)n1
 : -3%	5%	0%	1%	9%	3%	-4%	4%
#37 CCCN1CCN(C(=O)C(NC(=O)c2ccco2)C(C)C)CC1 (configuration not stated)
 : -7%	6%	-11%	-1%	-7%	6%	-4%	3%
#38 O=C(O)c1cc(O)c2c(c1)C(=O)c1cc(O)cc(O)c1C2=O
 : i	-14%	-12%	?	2%	?	-8%	0%
#39 COc1ccccc1NC(=O)/C=C1\SCC(=O)N1C
 : i	-6%	-16%[0.397 µM]	1%	16%	-9%	-17%	1%
#40 CSc1ncccc1C(=O)OCC(=O)N(C)C1CCS(=O)(=O)C1 (configuration not stated)
 : i	5%	-1%	2%	-12%	0%	-2%	-11%
#41 O=C(CN1C(=O)NC2(CCCC2)C1=O)Nc1ccc(F)c(Cl)c1
 : -36%[inhibitor]	1%	-7%	-26%	3%	-12%	0%	2%
#42 Cc1ccc(Nc2nnc(-c3ccc(N4CCOCC4)c([N+](=O)[O-])c3)c3ccccc23)cc1
 : -23%	15%	-15%	-27%	?	-5%	27%	13%
#43 COC(=O)[C@]12CCCCC=C1N(Cc1cccc3ccccc13)C(=O)[C@H](CC(=O)N1CCSCC1)C2
 : -63%[inhibitor]	0%	0%	-6%	?	6%	18%	13%
#44 O=C(C1CCCCC1)N1CCC(c2nc3ccccc3[nH]2)CC1
 : -15%[57.5 µM]	1%	-12%	5%	3%	4%	-1%	6%
#45 O=C(O)c1ccccc1-c1nc2ccccc2c(=O)[nH]1
 : i	10%	7%	0%	-1%	0%	2%	3%

A different layout for two compounds above:
| entry | SMILES | PTHR1 agonist | EPAC1 ag | TDP43 rescue | EPAC1 antagonist | FUS suppressor | EPAC2 antag | aSyn rescue | EPAC2 agonist |
| --- | --- | --- | --- | --- | --- | --- | --- | --- | --- |
| 40 | CSc1ncccc1C(=O)OCC(=O)N(C)C1CCS(=O)(=O)C1 (configuration not stated) | i | 5% | -1% | 2% | -12% | 0% | -2% | -11% |
| 41 | O=C(CN1C(=O)NC2(CCCC2)C1=O)Nc1ccc(F)c(Cl)c1 | -36%[inhibitor] | 1% | -7% | -26% | 3% | -12% | 0% | 2% |

Continued:
Screens in order – PTHR1 agonist	EPAC1 ag	TDP43 rescue	EPAC1 antagonist	FUS suppressor	EPAC2 antag	aSyn rescue	EPAC2 agonist
#46 CC1CCCN(C(=O)c2cc(-c3cccs3)nc3ccccc23)C1 (configuration not stated)
 : -12%	7%	?	-19%	16%	?	-23%	12%
#47 N#Cc1c(NC(=O)c2ccccc2)sc2c1CCCCC2
 : -52%[inhibitor][57.5 µM]	-1%	-10%	-11%	6%	?	2%	-20%
#48 O=C1[C@H](Cc2ccccc2)NCCCC[C@H](c2ccc(Cl)cc2)N1Cc1ccccc1
 : -29%	-4%	5%	-2%	30%	-7%	-14%	5%
#49 CCOc1ccccc1NC(=S)N1CCN(c2ccc(O)cc2)CC1
 : i	-9%	5%	0%	5%	-13%	4%	-5%
#50 COc1cc(CNCCc2c[nH]c3ccccc23)cc(Cl)c1OCC(N)=O
 : -18%	-4%	-29%	1%	11%	19%	-3%	24%
#51 CC(=O)Oc1ccc(/C=N/NC(=S)Nc2ccccc2)cc1
 : -33%	-1%	-1%	11%	12%	17%	-4%	2%
#52 CC1(C(=O)NS(=O)(=O)c2cccc(OC(F)F)c2)CCN1C(=O)Cc1cccs1 (configuration not stated)
 : -12%	-9%	?	-2%	-16%	1%	4%	-2%
#53 O=C(NCCCc1ccccc1)c1cnc2n(c1=O)CCS2
 : 2%[57.5 µM]	5%	4%	0%	18%	-7%	-1%	9%
#54 C(=N\Nc1nc2ccccc2s1)/c1ccco1
 : -27%[57.5 µM]	2%	4%	0%	-16%	-1%	-17%	4%
#55 CSc1ccc(Cl)c(C(=O)NC2CCCC2)c1
 : -5%[57.5 µM]	-8%	5%	3%	-2%	13%	-1%	4%
#56 Cc1ccc(C(=O)c2c[nH]c(C(=O)NCc3cccnc3)c2)cc1
 : -17%[57.5 µM]	21%	-1%	16%	1%	-9%	-4%	5%
#57 COc1ccc(NC(=S)N(CCc2c(C)[nH]c3ccccc23)Cc2ccco2)cc1
 : -37%	1%	6%	-17%	5%	6%	-1%	18%
#58 COc1ccccc1NCCC(=O)OCC(=O)NC1CCCCCC1
 : i	-6%	12%	-9%	·	10%	-6%	-2%
#59 CCCCCCn1c2c(c(=N)c3c1CCC3)CCC2
 : i	10%	-18%	-11%	17%	-8%	-4%	5%
#60 O=C(CC1COc2ccccc2O1)NCCc1ccccc1 (configuration not stated)
 : i	-2%	17%	-19%	-25%	-22%[57.1 µM]	10%	-19%

Screens (PubChem BioAssay)
